RAD54 inh = RAD54 (human) branch migration inhibition | AID 602329 | 360,000 tested, 0.14% active | RAD54 Holliday junction branch migration, FAM/BHQ fluorescence | inhibition, % at 10.4 µM;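 active = mean normalized replicate activity at least 40 and at least half of replicates scoring 40 or more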;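 also: 0% = median of neutral control wells and 100% = median of positive control wells; inhibitors cause a drop in the FAM fluorescence signal; in these data hits start at about 50%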
Xi reactivation = reactivates the inactive X chromosome in mouse fibroblasts. activation, % at 7.58 µM. 360,000 tested, 0.055% active. XiGFP mouse fibroblasts, % GFP-positive cells imaging, 3 d; cells co-treated with 5-aza-dC sensitizer; scaled so ellipticine positive control = 100%;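 active = mean normalized replicate activation at least 10% and every replicate at or above 10%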;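 also: 0% = median of on-plate neutral control wells and 100% = ellipticine 6 µM median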
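Assay system – SV40-immortalized XiGFP fibroblast cells, line 68-5-11 · Buffer or medium – DMEM supplemented with 5-aza-dC as sensitizing agent · Dosing – one concentration, pinned · Benchmarks – positive control ellipticine, 6 µM final · Times – 3 days compound exposure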
ARNT TACC3 PPI = disruptors of human ARNT/TACC3 interaction. Q9Y6A5. AlphaScreen His-ARNT PAS-B/GST-TACC3 binding, luminescence; TACC3 fragment carries E629A point mutation. inhibition, % at 9.99 µM. 390,000 tested, 0.66% active;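 active = mean inhibition of replicates at least 50% and at least half of replicates each reaching 50%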;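 also: 0% = complete ARNT plus TACC3 wells and 100% = ARNT alone without TACC3; many hits fall short of the cut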
RAD52 anneal inh = inhibitors of human RAD52 DNA annealing; recombinant RAD52 DNA annealing, FRET fluorescence; inhibition, % at 18.7 µM; 360,000 tested, 0.46% active; AID 651710;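 active = every replicate showing at least 50% inhibition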
ERAP1 HTS inh = ERAP1 (human) enzyme inhibition; recombinant ERAP1, Leu-AMC fluorescence, 60 min; 340,000 tested, 0.15% active; AID 652197; inhibition, % at 10.7 µM; Q9NZ08;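 active = mean replicate inhibition of at least 30%, or all replicates individually reaching that 30% level; inactive = mean below 30% and not every replicate reaching it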;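 also: 0% = neutral control wells and 100% = L-leucinethiol positive control wells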
Target sequence (Q9NZ08 whole entry, looked up): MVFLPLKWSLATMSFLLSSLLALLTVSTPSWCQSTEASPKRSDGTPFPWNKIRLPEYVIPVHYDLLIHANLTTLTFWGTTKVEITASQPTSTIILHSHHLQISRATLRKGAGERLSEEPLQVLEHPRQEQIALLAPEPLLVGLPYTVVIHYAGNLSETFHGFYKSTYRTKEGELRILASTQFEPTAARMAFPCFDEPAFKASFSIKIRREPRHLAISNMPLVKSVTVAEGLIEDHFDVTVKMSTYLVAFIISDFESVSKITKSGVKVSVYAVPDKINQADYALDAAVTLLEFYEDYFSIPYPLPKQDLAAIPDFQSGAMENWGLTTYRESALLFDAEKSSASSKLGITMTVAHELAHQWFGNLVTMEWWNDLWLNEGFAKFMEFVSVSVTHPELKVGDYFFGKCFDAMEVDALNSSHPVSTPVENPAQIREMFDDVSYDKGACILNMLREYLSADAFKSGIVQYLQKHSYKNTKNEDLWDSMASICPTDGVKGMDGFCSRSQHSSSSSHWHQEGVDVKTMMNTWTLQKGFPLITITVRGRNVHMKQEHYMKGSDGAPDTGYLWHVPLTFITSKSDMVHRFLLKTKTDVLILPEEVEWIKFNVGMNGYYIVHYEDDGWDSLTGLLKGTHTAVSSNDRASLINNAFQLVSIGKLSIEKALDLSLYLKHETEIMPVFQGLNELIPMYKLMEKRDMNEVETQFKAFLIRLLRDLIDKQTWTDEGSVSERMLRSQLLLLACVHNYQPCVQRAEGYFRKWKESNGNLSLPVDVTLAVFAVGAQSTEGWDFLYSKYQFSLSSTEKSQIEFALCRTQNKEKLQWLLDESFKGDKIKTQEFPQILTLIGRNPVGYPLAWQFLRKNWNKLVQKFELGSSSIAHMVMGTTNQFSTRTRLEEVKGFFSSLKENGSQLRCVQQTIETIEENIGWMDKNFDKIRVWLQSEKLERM
F508del corr = CFTR F508del correction in bronchial cells. CFBE cells, YFP halide quenching; stimulated with forskolin plus potentiator P3; % fluorescence drop versus neutral controls. activity (quench increase), % at 7.58 µM. 350,000 tested, 0.36% active;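 active = mean added fluorescence quench of at least 8% versus neutral control, with both replicates also reaching 8%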;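 also: cells transiently co-express mutant CFTR-F508del with the halide-sensitive YFP; corrector assay measuring rescue of mutant channel to the surface after 24 h compound exposure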
esBAF inh = inhibitors of esBAF chromatin remodeling in mouse ES cells | 350,000 tested, 2% active | reporter increase, % at 12.5 µM | AID 602393 | Bmi1-luciferase knock-in reporter, 24 h; 100% = twice the neutral-well signal; in the data active = activation above about 40%;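 also: 0% = median of the plate's neutral control wells and 100% = double that signal; a rise in the Bmi1 reporter signal indicates esBAF inhibition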
GSIS activator = primary screen for activators of insulin secretion dependent on glucose, INS-1E cells, GLuc reporter luminescence; activation, % at 16.6 µM; AID 743287; 370,000 tested, 0.61% active; INS-1E GLuc reporter insulin secretion, 2-3 h;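 active = lowest replicate activation of at least 40%, so every replicate reaches that level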;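 also: 0% = median of neutral control wells and 100% = median of IBMX positive control wells; some compounds called inactive have numbers as strong as hits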
An asterisk follows results filed as active; . = no result given.

SMILES	RAD54 inh	Xi reactivation	ARNT TACC3 PPI	RAD52 anneal inh	ERAP1 HTS inh	F508del corr	esBAF inh	GSIS activator
Cc1c(S(=O)(=O)N(C)C2CCCCC2)c(=O)n(C)c(=O)n1C	7	-0.1	-5	-2	-4	-3.5	.	7
COc1cc2c(cc1OC)C(c1ccccc1)N(C(=O)c1ccccc1F)CC2 (stereo not given)	-6	0.0	-4	-8	-2	2.2	1	-10
CCC(=O)N(C)C[C@H]1Oc2cc(-c3ccccc3C)ccc2S(=O)(=O)N([C@H](C)CO)C[C@H]1C	-8	0.5	-12	6	-2	0.1	7	-11
CCN(c1cccc(C)c1)S(=O)(=O)c1ccc2[nH]c(=O)c(=O)[nH]c2c1	.	.	1	-6	6	1.9	-6	.
CC1(C)Cc2nc3sc4c(=O)n(CC(=O)NCc5ccco5)cnc4c3cc2CO1	2	.	4	.	.	.	33	1
CC(C)NC(=O)N[C@@H]1CC[C@H](CC(=O)O)O[C@@H]1CO	-4	0.1	7	7	-2	-0.3	2	7
Cc1[nH]c(C)c2c(=O)n(Cc3ccc(Cl)cc3)ncc12	7	0.4	-9	-17	.	0.0	4	-1
CC(C)[C@H](NC(N)=O)C(=O)NCCc1ccc(Cl)cc1Cl	.	0.1	-4	-9	-2	-3.2	.	6
O=C(c1ccco1)c1cn(CC(=O)N2CCCCCC2)c2ccccc12	-5	-0.1	5	3	0	1.7	-1	5
Fc1ccc(Cn2nnc(-c3ccc(Cl)cc3)n2)cc1	-2	0.0	-5	-8	-2	2.2	26	1
Cc1cc(C)c(C(O)c2ncc(-c3ccccc3F)[nH]2)c(C)c1 (stereo not given)	1	0.7	.	-4	0	-0.7	-1	-8
Cn1cc(CN2CCC(Oc3ccc(C(=O)N4CCCC4)cc3)CC2)cn1	-24	0.0	-31	-12	1	-4.4	-4	11
C[C@@H]1CN([C@H](C)CO)C(=O)c2cc(NS(=O)(=O)c3ccc(Cl)cc3)ccc2O[C@@H]1CN(C)S(=O)(=O)c1cn(C)cn1	-3	-0.6	-7	4	-1	-1.6	0	30
O=C(CCCCCCC(=O)c1ccccc1)c1ccccc1	.	0.0	.	-9	0	5.1	.	-18
Cc1cc(C)cc(NS(=O)(=O)c2ccc3c(c2)C(C)(C)C(=O)N3C)c1	0	0.3	10	6	-1	1.0	8	-3
CCOc1ccc(/C=C2/Sc3ccc(C(=O)N4CCOCC4)cc3N(C)C2=O)cc1OC	13	0.1	33	-13	2	0.8	1	62
CN1CCn2c1nc(N1CCOCC1)nc2=O	-8	.	-3	.	.	.	-3	15
N#C/C(=C/c1ccco1)C(N)=S	.	-0.1	8	-55	6	1.2	.	13
CCCCn1c(N)c(N(CC(C)C)C(=O)CCNC(=O)c2ccc(Br)cc2)c(=O)[nH]c1=O	.	0.0	-3	-2	-1	1.8	-3	-1
O=C(CNCc1ccc(F)cc1)Nc1ccc(S(=O)(=O)N2CCOCC2)cc1	-2	0.0	-9	-9	0	-0.1	-4	-6
C[C@@H]1CN([C@H](C)CO)C(=O)c2cc(NC(=O)Nc3ccc(F)cc3)ccc2O[C@H]1CN(C)C(=O)Nc1ccccc1	4	-1.1	-4	-12	0	-0.8	3	4
C[C@@H]1CN([C@@H](C)CO)C(=O)c2cccc(NC(=O)c3cnccn3)c2O[C@@H]1CN(C)Cc1ccc(C(F)(F)F)cc1	-8	0.2	3	2	1	0.5	-2	0
CCC(=O)Nc1ccc2c(c1)OC[C@@H](C)N(C(=O)CN1CCOCC1)C[C@H](C)[C@@H](OC)CN(C)C2=O	-7	0.4	-15	7	0	.	-3	16
COc1cc(OC)cc(C(=O)NCC(=O)OCC(=O)Nc2ncc(Cl)cc2Cl)c1	.	0.3	-3	-29	5	-0.9	.	4
CC(C)N1C(=O)CCC1C(=O)NCc1ccc(F)cc1Cl (stereo not given)	-1	0.0	-4	-9	0	-3.9	-1	37

Next part, starting with the last two of the part before.
SMILES	RAD54 inh	Xi reactivation	ARNT TACC3 PPI	RAD52 anneal inh	ERAP1 HTS inh	F508del corr	esBAF inh	GSIS activator
COc1cc(OC)cc(C(=O)NCC(=O)OCC(=O)Nc2ncc(Cl)cc2Cl)c1	.	0.3	-3	-29	5	-0.9	.	4
CC(C)N1C(=O)CCC1C(=O)NCc1ccc(F)cc1Cl (stereo not given)	-1	0.0	-4	-9	0	-3.9	-1	37
CC(C)NC(=O)NC(=O)CSc1ncccn1	.	0.0	-5	1	1	2.4	.	-4
CC(C)NC(=O)Nc1cccc2c1O[C@H](CN(C)C(=O)NC1CCCCC1)[C@@H](C)CN([C@@H](C)CO)C2=O	-6	0.0	-2	-3	4	-1.9	4	5
CC1(C(=O)N2CCCCC2)CCN1C(=O)C1(c2ccccc2)CC1 (stereo not given)	-9	0.6	.	-8	-3	1.1	-5	40*
CC(C)(C)[S@@](=O)N1Cc2cc(C(=O)N3CCCCC3)nc(-c3cccc(-c4ccc(F)cc4)c3)c2[C@H]1CCO	4	0.0	3	-8	0	-1.6	-2	-7
CC(C)Sc1nc2c(c(=O)n(C)c(=O)n2C)n1C	-7	.	-2	-5	-1	1.3	-5	4
Cc1ccc(S(=O)(=O)Nc2ccc3c(c2)C(=O)N([C@H](C)CO)C[C@H](C)[C@H](CN(C)S(=O)(=O)c2ccccc2)O3)cc1	-8	-1.2	-3	-40	4	-2.4	-1	-12
O=C(C1CCCC1)N1CCCCN2[C@@H](CO)[C@H](c3ccc(C#CC4(O)CCCC4)cc3)[C@@H]2C1	-1	.	-2	2	6	-2.1	.	.
CCOc1ccc(Nc2nc(N3CCCC3)nc(N3CCN(c4ccc(OC)cc4)CC3)n2)cc1	.	0.3	10	5	0	1.0	.	12
Cn1c(SCC(=O)c2ccccc2)nnc1-c1ccncc1	1	-0.1	-2	-7	0	0.5	-3	-3
CC1CCCCC12NC(=O)N(CC(=O)NCc1ccc3c(c1)OCO3)C2=O (stereo not given)	.	0.3	-4	5	-1	-1.4	.	.
C[C@@H]1CCCCO[C@H](CN(C)C(=O)Nc2ccccc2)[C@H](C)CN([C@@H](C)CO)C(=O)c2cc(NC(=O)C3CCCCC3)ccc2O1	4	.	-3	-2	-1	-0.8	0	.
O=C(COc1ccccc1[N+](=O)[O-])N/N=C/c1ccc[nH]1	-5	0.3	1	-9	1	-0.1	.	1
CCNC1CCC(Nc2ccnc3cc(Cl)ccc23)CC1 (stereo not given)	55*	0.0	2	13	-1	1.4	-7	.
CN(CCC1CCOCC1)Cc1cn[nH]c1-c1ccc(-c2ccccc2)cc1	-1	-0.1	4	-15	-4	-0.9	30	-7
O=c1c2c3c(sc2nc(NCCO)n1CCc1ccccc1)CCCCC3	2	0.1	.	.	.	.	1	-26
COc1ccc(NC(=O)C(F)(F)F)cc1OC	-5	.	-1	.	.	.	-8	6
CCOc1ccc(NC(=O)COC(=O)CCS(=O)(=O)c2ccc(C)cc2)cc1	.	0.1	-2	-6	-7	.	.	19
CNC(=S)/N=C/NOCc1c(Cl)cccc1Cl	.	0.0	29	7	0	0.7	7	13
CCCC#Cc1ccc([C@@H]2[C@H](CO)N3C(=O)CN(C(=O)Cc4cccnc4)C[C@@H]23)cc1	.	0.2	.	-8	4	0.8	.	-1
O=C(/C=C/c1cccc([N+](=O)[O-])c1)OC1CCCCC1=O (stereo not given)	.	0.1	.	3	-4	-0.1	.	1
Cc1noc(C(=O)NCC2CCCO2)c1Cl (stereo not given)	-5	0.0	-4	-5	-2	3.8	0	-6
CS(=O)(=O)Nc1ccc2c(c1)[C@H]1C[C@H](CC(=O)NC3CCCCC3)O[C@@H](CO)[C@H]1O2	-14	0.2	-1	-14	2	-0.4	2	8
COCC(=O)Nc1ccc2c(c1)[C@@H]1C[C@@H](CC(=O)NCc3ccccc3F)O[C@H](CO)[C@@H]1O2	2	0.1	-5	-19	-3	5.1	-1	-11
CCn1cc(C(=O)N2CCc3ccccc32)c(=O)c2cc(S(=O)(=O)N3CCCC3)ccc21	.	0.1	.	-3	-2	0.0	.	-23
Cc1ccc(N2C(=O)CCC2=O)c(C)c1	.	0.0	-8	-15	1	-1.2	.	12

More results:
SMILES	RAD54 inh	Xi reactivation	ARNT TACC3 PPI	RAD52 anneal inh	ERAP1 HTS inh	F508del corr	esBAF inh	GSIS activator
O=C(OCc1c(F)cccc1Cl)c1cnc(Cl)c(Cl)c1	-4	0.4	2	1	-5	-4.1	-4	5
Cc1ccc(C(=O)N(Cc2nnc(-c3ccccc3Cl)o2)C2CC2)o1	-3	0.0	.	-33	4	-1.1	22	.
COc1cc(OC)cc(C(=O)N[C@H](C(=O)Nc2nc(-c3ccc(F)c(F)c3)cs2)C(C)C)c1	3	0.0	3	-14	8	.	5	8
Cc1ccn2c(C(=O)N/N=C/c3ccc(Cl)cc3)c(C)nc2c1	0	0.0	-8	3	2	0.9	3	5
COc1ccc2c(c1)CCC/C2=N/OC(=O)c1ccccc1OC	.	0.2	7	-4	-1	-1.9	.	-7
COC(=O)C[C@H]1CC[C@H]2[C@@H](COc3ccc(NC(=O)NC(C)C)cc3C(=O)N2C)O1	1	0.1	1	1	-1	1.0	1	7
Cc1ccc(-n2nc(C)cc2Nc2ncc(Cl)cc2Cl)cc1	-4	0.3	-4	.	.	.	.	16
Cc1ccc(OCC(=O)NN=C2c3ccccc3-c3ccccc32)cc1	3	.	-11	-13	0	-1.7	-2	28
CCC/C(C)=C/c1ccc(CC)cn1	-6	0.0	-5	0	1	1.6	7	3
Cc1ccc(OCCNC(=O)c2ccccc2O)cc1	8	0.0	-9	-4	-2	-0.7	31	-13
OCC1=C[C@@H](O)C2C=CO[C@@H](O[C@@H]3O[C@H](CO)[C@@H](O)[C@H](O)[C@H]3O)C12 (stereo not given in full)	-5	0.1	-12	-11	.	-0.5	3	10
CCNC(=O)C[C@H]1CC[C@@H]2[C@H](COC[C@H](O)CN2C(=O)Nc2ccc(C(F)(F)F)cc2)O1	4	0.5	-2	-6	0	-2.7	-1	3
CC1CCN(C(=O)CSc2nnc(-c3cccnc3)n2C2CCCCC2)CC1	.	.	-6	4	0	1.7	.	3
COc1ccc(S(=O)(=O)N(C)C[C@@H]2Oc3ccc(NC(=O)NC(C)C)cc3CC(=O)N([C@@H](C)CO)C[C@H]2C)cc1	4	0.0	2	-15	1	-0.8	-3	11
Cc1cc(N2CCCC(C(=O)Nc3ccc4c(c3)CCC4)C2)n2ncnc2n1 (stereo not given)	0	.	3	.	.	.	-2	-4
CC(C)(C)c1cc(NC(=O)CSc2nnc(N)s2)n(-c2ccccc2)n1	-4	0.1	-5	.	.	.	.	-8
CCOC(=O)Cn1c(=N)n(CCOc2ccc(F)cc2)c2ccccc21	-6	-0.1	-3	2	0	-0.5	.	.
CCc1ccccc1NC(=O)c1cc(-c2ccc3c(c2)OCO3)on1	-16	0.4	0	-5	-2	0.0	44*	2
CN1N=C(/C=C/c2ccccc2)CCC1=O	.	0.0	-3	-10	-1	-2.0	.	2
CC(C)OCCCNC(=O)c1ccccc1NC(=O)C1=CSCCO1	-17	0.1	-4	-13	0	-1.6	-3	11
COc1ccc(/C=C(\NC(=O)c2ccc(C)cc2)C(=O)NCC2CCCO2)cc1 (stereo not given)	.	0.0	2	-12	1	-4.1	.	2
Cc1noc(C)c1NC(=O)N(C)C[C@@H]1OCCCC[C@@H](C)Oc2ccc(NC(=O)Nc3ccc(C(F)(F)F)cc3)cc2C(=O)N([C@H](C)CO)C[C@H]1C	1	0.0	3	12	-2	7.5	0	-5
CCOC(=O)c1cc(C)nc(SC)c1C#N	.	0.0	-5	-10	3	2.0	.	6
COc1ccc(OC)c(CNC(=O)CCCn2ccc3cc(S(=O)(=O)N4CCCC4)ccc32)c1	1	0.1	6	-20	1	3.0	3	-5
